Screening results: PubChem, Broad Institute
LGR2 antag: inhibitors of bursicon-induced Drosophila LGR2 receptor cAMP signaling; 380,000 compounds, 0.35% hits; inhibition, % at 9.99 µM; HEK293 LGR2, CRE-luciferase, bursicon-stimulated, 4 h;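 active means drop in luminescence signal, shown as inhibition above about 50% in the replicate tests, limit read from the data, passing the limit was not always enough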;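 further: agonist challenge used bursicon conditioned medium at about half maximal strength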
esBAF inh: SWI/SNF esBAF complex inhibition; 350,000 compounds, 2% hits; reporter increase, % at 12.5 µM; mouse ES cells, Bmi1-luciferase knock-in reporter, 24 h; 100% = twice the neutral-well signal; in the data active means activation above about 40%;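 further: 0% = median of the plate's neutral control wells and 100% = double that signal; a rise in the Bmi1 reporter signal indicates esBAF inhibition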
SIRT5 block: blocks human SIRT5 desuccinylation of peptide; Q9NXA8; Purified SirT5, succinyl-peptide AMC, trypsin-coupled fluorescence; inhibition, % at 15 µM; 330,000 compounds, 1.1% hits; in the data active means inhibition above about 15%
Target sequence (Q9NXA8 whole entry, looked up): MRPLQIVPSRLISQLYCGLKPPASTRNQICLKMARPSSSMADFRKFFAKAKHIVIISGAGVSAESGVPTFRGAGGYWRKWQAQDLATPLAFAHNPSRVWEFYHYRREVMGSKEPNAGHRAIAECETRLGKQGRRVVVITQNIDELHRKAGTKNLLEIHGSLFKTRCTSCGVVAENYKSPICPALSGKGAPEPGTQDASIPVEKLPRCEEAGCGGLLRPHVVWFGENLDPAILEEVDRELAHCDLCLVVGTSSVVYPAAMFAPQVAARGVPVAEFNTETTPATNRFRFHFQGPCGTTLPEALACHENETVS
C2C12 statin: protects C2C12 myotubes from simvastatin toxicity; rescue of ATP level, % at 7.49 µM; ATP luminescence, 48 h; scaled: DMSO 0, geranylgeraniol control 100; 330,000 compounds, 0.78% hits;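 active means mean ATP rescue above about 67%, or every replicate alone reaching that limit, limit read from the data, passing the limit was not always enough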;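 further: myotubes were challenged with 10 µM simvastatin during compound exposure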
Casp6 inh: caspase-6 (human) enzyme inhibition; P55212; inhibition, % at 12.5 µM; purified caspase-6, Z-VEID-R110 cleavage fluorescence; 350,000 compounds, 0.53% hits;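 active means mean inhibition across replicates at least about 35%, with every replicate also reaching that limit, limit read from the data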;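 further: 0% = median of neutral control wells and 100% = no fluorescence left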
Target sequence (P55212 24-179 limits assumed): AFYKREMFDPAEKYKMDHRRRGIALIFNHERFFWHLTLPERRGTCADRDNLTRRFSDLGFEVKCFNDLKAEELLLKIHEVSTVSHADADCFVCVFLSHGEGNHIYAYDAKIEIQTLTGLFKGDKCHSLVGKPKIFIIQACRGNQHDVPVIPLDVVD
Target sequence (P55212 194-293 limits assumed): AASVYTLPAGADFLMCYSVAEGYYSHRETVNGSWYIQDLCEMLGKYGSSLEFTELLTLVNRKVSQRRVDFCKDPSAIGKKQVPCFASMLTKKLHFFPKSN
FN deposit inh: fibronectin deposition inhibition. 350,000 compounds, 0.086% hits. AH1F fibroblasts, Alexa488-fibronectin deposition fluorescence, overnight. inhibition, % at 12.6 µM;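 active means mean inhibition across replicates of 30% or more, regardless of how many single replicates reach that level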;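 further: positive control wells lacked labelled fibronectin entirely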
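material = AH1F fibroblast monolayer depositing Alexa488-labelled fibronectin into matrix | amount = 10000 AH1F cells/well | buffer or medium = DMEM plus 2% serum, read in PBS | incubation = 1 h cell adhesion before compound, then overnight fibronectin incubation | detection = fluorescence at 485 nm excitation, 525 nm emission | evaluation = percent inhibition as loss of matrix-bound fibronectin fluorescence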
S100A4 MyoIIA: blocks human S100A4 binding to myosin IIA peptide | P26447 | S100A4/TAMRA-MyoIIA peptide fluorescence polarization | inhibition, % at 10.7 µM | 360,000 compounds, 0.14% hits | AID 652163;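 active means mean inhibition of at least 70% across replicates, with every replicate also reaching that level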
Target sequence (P26447 whole entry, looked up): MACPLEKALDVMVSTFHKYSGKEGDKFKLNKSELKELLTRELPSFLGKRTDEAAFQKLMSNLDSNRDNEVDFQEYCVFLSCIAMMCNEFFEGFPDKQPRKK
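System – human S100A4 monomer protein, biochemical binding assay · Buffer or medium – Calcium-containing HEPES buffer, pH 7.2 · Timing – 5 min between mix addition and reading · Also added – TAMRA-labelled myosin IIA heavy-chain peptide probe, 5 nM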
Starred values were filed as active, the others as inactive; . = not tested or not shown. Only part of the results is shown; rates above refer to the full screens.

SMILES	LGR2 antag	esBAF inh	SIRT5 block	C2C12 statin	Casp6 inh	FN deposit inh	S100A4 MyoIIA
Cc1ccccc1N1CCN(C2CCCN(C(=O)CCn3cnnn3)C2)CC1 (configuration not stated)	11	5	0	2	2	0	-2
COC(=O)c1ccn(CSc2cc(Cl)ccc2Cl)n1	.	3	2	3	0	7	0
COc1ccc(/C=N/OC/C(O)=C(\C#N)c2nc3ccccc3[nH]2)cc1OC	-5	-5	.	-2	.	18	.
CCOc1ccc(/C=C2\SC(=O)N(CCNC(=O)CN3C(=O)NC4(CCCC4)C3=O)C2=O)cc1OC	-23	.	-4	.	2	.	-10
COCC(=O)N(C)C[C@H]1Oc2cc(-c3ccc(OC)cc3)ccc2S(=O)(=O)N([C@@H](C)CO)C[C@H]1C	18	-2	5	10	6	.	-51
O=S(=O)(c1ccc(Cl)cc1)N1CCN=C1SCc1cccc(Cl)c1	23	.	-2	.	-1	-3	6
C[C@@H]1CN([C@H](C)CO)C(=O)c2cc(C#CC3(O)CCCC3)cnc2O[C@H]1CN(C)C(=O)CN(C)C	-14	1	-7	.	0	-9	-9
CC(C)CC#Cc1ccc([C@H]2[C@H](CO)N3C(=O)CN(C(=O)Nc4cc(F)ccc4F)C[C@@H]23)cc1	4	.	13	.	.	15	.
C=C1C(C(=O)Nc2ccc(OC)cc2)C1C(=O)Nc1ccc(OC)cc1 (configuration not stated)	6	.	-3	.	3	-3	13
COc1ccc(NC(=O)CC2SC(=N)N(c3ccccc3)C2=O)c(OC)c1 (configuration not stated)	8	.	-1	.	0	6	4
COc1ccc(C2CC(=O)Oc3cc(C)c(Cl)c(C)c32)cc1 (configuration not stated)	17	1	-4	3	-3	-1	-1
CC(=O)OCC(O)C1(O)CCC2C3CCC4=CC(=O)CCC4(C)C3C(O)CC21C (configuration not stated)	.	-6	2	15	-5	.	-16
CCOc1ccc(N2C(=O)Nc3ccc(Br)cc3C2(O)C(=O)NCCN(C)C)cc1 (configuration not stated)	1	-4	1	-6	-5	.	1
O=C(c1ccccc1)N1C[C@H]2[C@@H](c3ccccc31)[C@H](CO)N2C(=O)CN1CCOCC1	-13	-2	1	3	0	.	-1
CCc1noc(C)c1C(=O)OCC(=O)Nc1ccc(F)cc1Cl	2	3	-3	14	3	5	0
COc1ccc(NC(=O)Nc2ccc3c(c2)C(=O)N([C@@H](C)CO)C[C@@H](C)[C@H](CN(C)S(C)(=O)=O)O3)cc1	0	-6	-3	-45	1	-6	-3
CCCNC(=O)N(C)C[C@@H]1Oc2cc(-c3ccc(C)cc3)ccc2S(=O)(=O)N([C@H](C)CO)C[C@@H]1C	2	1	-4	7	0	8	28
O=C(N1CCCCC1)N1CCN(S(=O)(=O)c2ccc(Cl)cc2)CC1	-20	1	-1	3	3	8	0
C[C@@H]1CN([C@@H](C)CO)C(=O)c2cc(NC(=O)CCCCCC(=O)Nc3ccccc3N)ccc2O[C@@H]1CN(C)S(C)(=O)=O	-5	.	.	.	0	.	1
C[C@H](CO)N1C[C@H](C)[C@@H](CN(C)S(=O)(=O)c2ccc(Cl)cc2)OCCCC[C@H](C)Oc2ccc(NC(=O)Nc3ccc(F)cc3)cc2C1=O	10	1	4	.	0	-14	3
O=C(NNC(=O)c1cccs1)c1cccnc1	1	1	6	-3	-2	-1	8
COc1cc2c(cc1OC)CN(C(=S)NC(=O)c1ccccc1)CC2	21	.	-1	.	1	4	6
Cc1ccc(S(=O)(=O)N2CC[C@@H]3[C@@H](CO)Nc4ccc(-c5ccccc5F)cc4[C@@H]32)cc1	10	1	9	5	-2	-6	25
COc1cccc(CNC(=O)c2ccc(NC(=O)C3=CSCCO3)cc2)c1	-31	24	1	-6	1	2	1
Cc1noc(C)c1NC(=O)N(C)C[C@@H]1Oc2ccc(NS(=O)(=O)c3ccc(F)cc3)cc2CC(=O)N([C@@H](C)CO)C[C@H]1C	4	4	-2	-7	1	.	7

Exported with two lines to a compound: 7 of the compounds above
Values run as follows: LGR2 antag, esBAF inh, SIRT5 block, C2C12 statin, Casp6 inh, FN deposit inh, S100A4 MyoIIA
> CCOc1ccc(/C=C2\SC(=O)N(CCNC(=O)CN3C(=O)NC4(CCCC4)C3=O)C2=O)cc1OC
  -23, ., -4, ., 2, ., -10
> COCC(=O)N(C)C[C@H]1Oc2cc(-c3ccc(OC)cc3)ccc2S(=O)(=O)N([C@@H](C)CO)C[C@H]1C
  18, -2, 5, 10, 6, ., -51
> O=S(=O)(c1ccc(Cl)cc1)N1CCN=C1SCc1cccc(Cl)c1
  23, ., -2, ., -1, -3, 6
> C[C@@H]1CN([C@H](C)CO)C(=O)c2cc(C#CC3(O)CCCC3)cnc2O[C@H]1CN(C)C(=O)CN(C)C
  -14, 1, -7, ., 0, -9, -9
> CC(C)CC#Cc1ccc([C@H]2[C@H](CO)N3C(=O)CN(C(=O)Nc4cc(F)ccc4F)C[C@@H]23)cc1
  4, ., 13, ., ., 15, .
> C=C1C(C(=O)Nc2ccc(OC)cc2)C1C(=O)Nc1ccc(OC)cc1 (configuration not stated)
  6, ., -3, ., 3, -3, 13
> COc1ccc(NC(=O)CC2SC(=N)N(c3ccccc3)C2=O)c(OC)c1 (configuration not stated)
  8, ., -1, ., 0, 6, 4

(cont.)
SMILES	LGR2 antag	esBAF inh	SIRT5 block	C2C12 statin	Casp6 inh	FN deposit inh	S100A4 MyoIIA
COCCN1C(=O)C(=O)/C(=C(/O)c2ccc(OC(C)C)cc2)C1c1cccnc1 (configuration not stated)	1	-9	.	2	.	1	.
C[C@@H]1CCCCO[C@H](CN(C)C(=O)Nc2ccc(F)cc2)[C@@H](C)CN([C@@H](C)CO)C(=O)c2cc(NS(=O)(=O)c3cn(C)cn3)ccc2O1	9	-1	4	.	0	-5	6
C=CCNC(=S)NNC(=O)c1ccncc1	-3	3	-2	16	1	6	1
N#C[C@@H]1[C@@H](c2ccc(C#Cc3cccc(F)c3)cc2)[C@@H](CO)N1C(=O)C1CCCC1	-10	50*	5	21	2	-29	-18
Oc1cc(O)c2c(c1)OC(c1ccc(O)c(O)c1)C(O)C2 (configuration not stated)	-19	-1	-1	7	9	-2	-20
C#CCOCCOCCOCCNc1nc(N2CCN(C(=O)Cn3cc(CCO)nn3)CC2)nc(N2CCN(C(=O)[C@H](CCCCN)n3cc(CC(C)O)nn3)CC2)n1 (some centres not stated)	-7	-6	.	2	-31	16	3
CCC(=NCCN1CCNCC1)C1=C(O)CC(C)(C)CC1=O	30	-8	-3	7	-81	.	1
CCN1C[C@@H]2[C@@H]3C(=O)N(C)C(=O)[C@@H]3[C@](C)(C(=O)OC)N2C1=NC	-5	5	0	-6	5	-1	1
CC(C)C(=O)N1CCN(c2ccccc2NC(=O)c2ccc(C#N)cc2F)CC1	4	-8	2	2	1	-9	-2
CCC(=O)N(C)C[C@@H]1Oc2ncc(-c3ccccc3F)cc2C(=O)N([C@@H](C)CO)C[C@H]1C	-18	5	-6	20	0	8	-6
Cc1ccc(N2C(=O)C(CC(=O)Nc3cccc(F)c3)N(CCc3ccncc3)C2=O)cc1 (configuration not stated)	-19	.	-3	.	-5	1	2
N#Cc1nc(-c2ccccc2F)oc1N1CCCC1	-3	19	.	-2	.	-3	.
CS(=O)(=O)Nc1cccc(-c2cc(NC=O)c3ncc(-c4ccc(F)cc4)n3c2)c1	-43	1	.	-16	2	3	6
O=C(CCc1nc(-c2ccccc2Cl)no1)NC1CCCC1	-6	.	1	.	1	.	0
COC(=O)Cn1cc(/C=C(/C#N)C(=O)N2CCOCC2)c2ccccc21	8	.	2	.	1	6	-1
CN(CC(=O)c1c(N)n(C)c(=O)n(C)c1=O)c1ccccc1	.	-1	-1	9	-2	-2	0
COc1ccc(NC(=O)c2cc3c(=O)n4ccccc4nc3n2C)cc1OC	10	5	-2	-18	1	-1	-14
O=c1c2ccccc2nnn1Cc1ccc(F)cc1	-8	0	4	5	0	-3	1
CC1(C(=O)NS(=O)(=O)c2ccc(C#N)cc2)CCN1C(=O)CCc1ccc(Cl)cc1Cl (configuration not stated)	2	-1	.	8	-1	-7	-5
CC1(C(=O)NS(=O)(=O)c2ccccc2C(F)(F)F)CCN1C(=O)CC1CCCCC1 (configuration not stated)	5	1	.	17	5	-2	-4
O=C(c1ccc(Br)o1)N1CCN(C/C=C/c2ccccc2)CC1	.	-3	.	-4	.	-12	.
COCCNC(=O)C[C@@H]1CC[C@@H](NC(=O)NC2CCCC2)[C@@H](CO)O1	-2	-1	-5	1	5	0	-8
Cc1noc(C)c1S(=O)(=O)N(C)C[C@@H]1OCCCC[C@H](C)Oc2ccc(NC(=O)Nc3ccccc3)cc2C(=O)N([C@H](C)CO)C[C@H]1C	7	-5	7	.	-2	7	8
Cc1ccccc1NC(=O)c1cccnc1	.	-12	1	4	-1	1	-4
COc1ccc(C(=O)NCCNc2nc3c(C)cccc3cc2C#N)cc1OC	0	3	-4	16	3	6	4
Further records follow.
SMILES	LGR2 antag	esBAF inh	SIRT5 block	C2C12 statin	Casp6 inh	FN deposit inh	S100A4 MyoIIA
O=C(NNC(=O)C12CC3CC(CC(C3)C1)C2)c1ccccc1O	15	17	-1	-2	-6	16	-1
O=C1c2ccccc2C(=O)N1CCCCSc1nnc(-c2ccc(OC(F)F)cc2)o1	.	3	.	1	.	-3	.
COc1cc(OC)c([N+](=O)[O-])cc1/C=N/NC(=O)c1ccncc1	21	.	0	.	15	7	-6
C/C=C/c1ccc([C@H]2[C@@H](CO)N[C@@H]2CNC(=O)C2CC2)cc1	-6	.	-9	.	-1	-11	-9
Cn1cc(C(=O)N/N=C/c2ccc([N+](=O)[O-])cc2)c2ccccc21	-1	-2	-3	-11	0	1	2
O=c1[nH]c(-[n+]2ccccc2)c(/C=N/NC([S-])=Nc2ccccc2)s1	3	.	2	.	3	-4	7
COc1ccc2[nH]c(=O)c(-c3nnn(-c4ccc(F)cc4)n3)cc2c1	-6	1	1	12	3	-4	-5
CC(=O)N1CCN(C(=O)c2cccc(S(=O)(=O)N3c4ccccc4CC3C)c2)CC1 (configuration not stated)	13	2	-1	2	0	-3	-4
C/C(=N\Nc1nncc2ccccc12)c1ccc(Cl)c([N+](=O)[O-])c1	13	51*	2	-3	-2	-1	-3
C[C@H](CO)N1C[C@H](C)[C@H](CN(C)Cc2ccc(-c3ccccc3)cc2)Oc2ccc(NC(=O)Nc3ccc(F)cc3)cc2C1=O	4	-2	9	.	-3	3	-5
S=C(NCC1CCCO1)N1CCN(Cc2ccccc2Cl)CC1 (configuration not stated)	-16	-5	5	4	-2	4	2
N#Cc1ccc(C(=O)N2CCN(C(=O)C3CCCO3)CC2)cc1 (configuration not stated)	2	0	-1	2	0	-2	-5
Cc1ccc(N(C)C(=O)c2ccc(CNc3c(N4CCC(C)CC4)c(=O)c3=O)cc2)cc1	8	-1	-1	-13	4	-22	-5
Cc1cccc(S(=O)(=O)N2C[C@@H]3[C@H](c4ccccc42)[C@H](CO)N3CC2CCOCC2)c1	-2	4	0	27	1	.	86*
CN(C)c1nnnn1Cc1ccc(Cl)cc1Cl	2	7	1	3	5	.	-3
COc1ccc(N2CCN(C(=O)NCc3ccc(OC)c(OC)c3)CC2)cc1	-2	-1	2	13	-2	4	2
CCN(CC)C(=S)NC(=O)c1ccc(Cl)cc1Cl	4	3	.	1	.	17	.
COc1ccc(CCN2CC(C(=O)NCc3cn(C)nc3C)CCC2=O)cc1 (configuration not stated)	1	.	4	.	0	.	0
O=C(NCC(c1cccnc1)N1CCN(c2ccccc2)CC1)OCc1ccccc1 (configuration not stated)	5	2	.	-10	.	.	.
Cc1ccc(S(=O)(=O)NCc2ccc(N3CCN(C(=O)OC(C)(C)C)CC3)cc2)cc1	-13	-9	-8	3	-5	-3	1
CNC[C@H]1Oc2cc(C#Cc3ccccc3OC)ccc2S(=O)(=O)N([C@H](C)CO)C[C@@H]1C	-19	-3	-30	-26	1	5	-1
CCCn1c(SCC(=O)N(C)CC(=O)Nc2ccc(Cl)cc2)n[nH]c1=O	14	2	1	0	0	3	-5
O=C(COc1ccccc1)NCC(=O)N/N=C/c1ccc(O)cc1O	1	.	-1	.	-6	1	8
O=C(C[C@@H]1C=C[C@@H](NC(=O)CN2CCOCC2)[C@@H](CO)O1)NCc1cccc(F)c1	-2	-2	2	-3	-2	5	14
